Pin1 inhibitor = inhibitors of human Pin1. Q13526. Pin1 FP peptide displacement, HiFluor488, 10 min. Potency, µM (titrated, usually from 115 µM), for the others: at the highest dose activity, negative = inhibition, hits mostly inhibitors. 390,000 tested, 0.009% active. AID 504891; active = well fitted inhibition curve with a large enough effect in the polarisation, with a control signal flat, not every such curve was filed as active; inconclusive = small, poorly fitted or top-dose-only effect, or effect the other way, or a change in a side signal; inactive = no such curve, though single readings can be large or run the other way; the % refers to the polarisation; note: % is set by controls: 0 for no effect and ±100 for the full control effect
Target sequence (Q13526 whole entry, looked up): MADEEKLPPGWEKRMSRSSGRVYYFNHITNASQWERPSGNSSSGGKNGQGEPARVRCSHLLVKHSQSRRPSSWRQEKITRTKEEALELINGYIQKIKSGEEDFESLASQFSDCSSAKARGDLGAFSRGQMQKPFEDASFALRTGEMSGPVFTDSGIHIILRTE
Tb PGK inh = blocks T. brucei phosphoglycerate kinase | P07378 | PGK/GAPDH coupled, Kinase-Glo luminescence, 60 min | Potency, µM (top dose mostly 57.5 µM), without a hit: at the top dose activity change, negative = inhibition, usual class: inhibitors | 380,000 tested, 0.043% active | AID 602233; note: % is set by controls: 0 for no effect and ±100 for the full control effect; nearly all actives have a fitted effect of over 60% in size
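Luminescent ATP detection (Kinase-Glo Plus) follows a 60-minute room-temperature incubation, with wells lacking PGK as controls. Buffer: 100 mM TEA (pH 7.6), 5 mM MgCl2, 0.01% Tween-20. Coupling enzyme GAPDH (100 nM final) supplies unstable 1,3-BPG in-well.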
GLS inhibitor = glutaminase GLS (human) inhibition. O94925. GLS enzymatic activity, qHTS titration. Potency, µM (highest dose often 45.5 µM), inactives show at the highest dose activity change, negative = inhibition, most hits filed as inhibitors. 410,000 tested, 0.21% active; note: % is set by controls: 0 for no effect and ±100 for the full control effect
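hKGA in 45 mM KH2PO4 pH 8.2, 0.02% Tween-20 with pin-transferred compounds; 1 mM L-glutamine (stock) plus glutamate oxidase/HRP/Amplex Red coupling added. Fluorescence read initially and after 30 min at RT.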
ERG Ets-DNA blk = blocks human ERG Ets domain binding to DNA. fluorescence polarization, His-ERG Ets domain / labelled DNA. Potency, µM (highest dose often 76.9 µM), for the others: at the highest dose FP activity, negative = inhibition, hits mostly inhibitors. 370,000 tested, 0.028% active; active = well fitted inhibition curve with a large enough effect in the polarisation, with a control signal flat; inconclusive = small, poorly fitted or top-dose-only effect, or effect the other way, or a change in a side signal; inactive = no such curve, though single readings can be large or run the other way; the % refers to the polarisation;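 note: polarization taken with two DNA probes labelled with fluorescein and Texas red; % of control where 0% means no effect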
Target sequence (P11308 whole entry, looked up, the tested form may be a part): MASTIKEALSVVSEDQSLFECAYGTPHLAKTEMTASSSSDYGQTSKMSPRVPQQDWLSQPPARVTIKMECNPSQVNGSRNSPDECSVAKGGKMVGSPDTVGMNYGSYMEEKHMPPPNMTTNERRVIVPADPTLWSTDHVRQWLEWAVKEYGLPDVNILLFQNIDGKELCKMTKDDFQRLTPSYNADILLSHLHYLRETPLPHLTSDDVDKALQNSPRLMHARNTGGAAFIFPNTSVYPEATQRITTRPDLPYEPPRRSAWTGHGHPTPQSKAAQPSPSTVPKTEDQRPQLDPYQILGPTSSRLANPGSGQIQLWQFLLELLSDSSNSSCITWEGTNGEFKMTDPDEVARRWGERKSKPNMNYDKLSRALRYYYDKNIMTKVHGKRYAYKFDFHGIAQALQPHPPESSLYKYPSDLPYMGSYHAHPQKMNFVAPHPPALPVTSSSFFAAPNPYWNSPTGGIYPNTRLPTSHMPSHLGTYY
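His-tagged ERG Ets domain (1 uM in the protein solution; 300mM KCl, 50mM Tris-HCl, 1mM EDTA, 1mM DTT, pH 7.5) received compound, then a probe mix of 5 nM fluorescein-DNA and 100nM Texas-615-DNA. Fluorescence polarization was read for both dyes.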
JMJD2A Tudor = blocks the human JMJD2A Tudor domain; AlphaScreen JMJD2A-Tudor / H3K4me3 peptide binding; Potency, µM (series often up to 114 µM), for the others: top-dose activity change, negative = inhibition, actives largely listed as inhibitors; 390,000 tested, 4.4% active; note: % is set by controls: 0 for no effect and ±100 for the full control effect; nearly all actives have a fitted effect of over 50% in size
ALOX12 inh = blocks human arachidonate 12S-lipoxygenase | purified 12hLO, xylenol orange hydroperoxide absorbance | Potency, µM (titrated, usually from 108 µM), for inactives: top-dose activity change, negative = inhibition, usual class: inhibitors | 580,000 tested, 1.1% active | AID 1671190; note: % is set by controls: 0 for no effect and ±100 for the full control effect
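Purified human 12hLO (150 nM final) in 25 mM Hepes, 0.01% Triton X-100, pH 7.0 was preincubated 15 min at room temperature with compound. Then 40 uM arachidonic acid was added, 30 min. Hydroperoxide was read by Fe-XO absorbance ratio 573/405 nm.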
RGS4 inhibitor = human RGS4 inhibition. Transcreener GDP fluorescence polarization, RGS4-accelerated GTP hydrolysis. Potency, µM (doses to about 114 µM), for inactives: at the top dose activity change, negative = inhibition, hits mostly inhibitors. P49798. 390,000 tested, 0.039% active; note: % is set by controls: 0 for no effect and ±100 for the full control effect; nearly all actives have a fitted effect of over 75% in size; some results filed as inactive show a strong effect at the top dose
Target sequence (P49798 whole entry, looked up): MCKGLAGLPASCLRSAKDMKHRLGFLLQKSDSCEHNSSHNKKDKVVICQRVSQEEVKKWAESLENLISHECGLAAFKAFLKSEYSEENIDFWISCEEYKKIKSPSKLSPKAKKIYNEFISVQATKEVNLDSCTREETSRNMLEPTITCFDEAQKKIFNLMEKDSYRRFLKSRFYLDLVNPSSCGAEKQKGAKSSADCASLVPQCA
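MLSMR compounds (23 nl, pin-transferred) preincubated 10 min at room temperature with a 500nM (2x) first reagent, then RGS4 at 900nM (2x) plus Transcreener GDP mix added; fluorescence polarization (620/688 nm) read before and after 90 min at 30 °C.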
TrxR1 inh = rat TrxR1 inhibition. recombinant rTrxR1, NADPH fluorescence consumption, selenite substrate. Potency, µM (doses to about 114 µM), inactives show top-dose activity change, negative = inhibition, hits mostly inhibitors. 390,000 tested, 1% active. AID 588453; note: % is set by controls: 0 for no effect and ±100 for the full control effect; nearly all actives have a fitted effect of over 65% in size
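Rat TrxR1 (90 nM in the dispensed reagent) was pre-reduced with 400 uM NADPH for 5 min at room temperature, then incubated with compound for 15 min. After 400 uM selenite was added, NADPH fluorescence (Ex 340/Em 450 nm) was followed for 8 min.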
HP1b chromo inh = blocks HP1-beta chromodomain binding to methylated histone tails; P83916; AlphaScreen HP1-beta / biotin-H3K9me3 peptide binding; Potency, µM (series often up to 114 µM), without a hit: at the highest dose activity change, negative = inhibition, actives largely listed as inhibitors; 390,000 tested, 0.56% active; AID 540317; note: nearly all actives have a fitted effect of over 70% in size; inactives centre near 23
Target sequence (P83916 whole entry, looked up): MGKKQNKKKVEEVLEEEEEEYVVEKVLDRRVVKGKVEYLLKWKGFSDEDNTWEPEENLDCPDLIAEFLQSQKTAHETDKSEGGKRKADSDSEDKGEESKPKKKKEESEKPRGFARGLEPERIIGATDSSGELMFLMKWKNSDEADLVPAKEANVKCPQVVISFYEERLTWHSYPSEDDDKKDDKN
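AlphaScreen: HP1-beta (50 nM) preformed 30 min with biotin-H3(1-18)K9me3 peptide (50 nM) in PBS pH 7.4, 0.01% Tween-20. Compound added for 30 min at RT, then streptavidin donor/nickel chelate acceptor beads (10 ug/mL) for 30 min.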
Numbers without * were called inactive; i = inactive; ? = inconclusive; · = not tested or not shown; [ ] = dose if it differs, or a comment. Unless noted, calls come from the whole dose curve; as a rule, active = well fitted curve in the direction sought with a large enough effect; inconclusive = small, poorly fitted or top-dose-only effect, or another doubt; inactive = no such curve, though single readings can be large; an effect the other way counts as inactive or inconclusive. Potency is the fitted concentration of half-maximal effect. These rows are one share of the data, so the mix of outcomes need not match the whole.

SMILES	Pin1 inhibitor	Tb PGK inh	GLS inhibitor	ERG Ets-DNA blk	JMJD2A Tudor	ALOX12 inh	RGS4 inhibitor	TrxR1 inh	HP1b chromo inh
Cc1ccc(S(=O)(=O)Cc2ccc(C(=O)NC3CCCCCC3)o2)cc1	2%	-1%	1%	-7%	18%	-1%	-45%	2%	10%
Cc1cccc(C)c1OCc1cc(C(=O)N(Cc2c(C)nn(C)c2C)C2CC2)no1	1%	1%	4%	-3%	-30%	1%	12%[56.9 µM]	-18%	39%[activator]
O=C(CN1CCOc2ccccc21)NCc1cccs1	-3%	-7%	38%[activator]	5%	-11%	-16%	24%	37%[activator]	1%
CC(C)CNC(=O)Nc1cc(C(=O)NCc2ccc(C(C)C)cc2)ccc1N1CCCC1	-4%	-1%	-5%	-2%	-13%	-29%	21%	19%[57.1 µM]	13%
CC(C)C[C@H](NC(=O)OC(C)(C)C)C(=O)N/N=C/C1=Cc2ccccc2OC1C (some centres not stated)	9%	i	4%	7%	-6%	15%	-47%	-11%[57.1 µM]	44%[activator]
CCN(CC)C(=O)C1CCCN(C(=O)Nc2ccc3nsnc3c2)C1 (configuration not stated)	-7%	i	1%	-3%	4%	3%	?	3%	24%
CC(=O)Nc1ccc(NCC(=O)c2ccccc2)cc1	-8%	i	9%	-4%	-3%	-8%	-2%	0%	54%[activator]
COc1cccc(NC(=O)c2ccc(NC(=O)C(C)(C)C)cc2)c1	1%	-9%	7%	1%	-13%	23%	1%	-8%	10%
Cc1ccc(S(=O)(=O)n2c(N)nc3ccccc32)cc1	4%	-11%	-1%	6%	-19%	14%	-22%	6%	12%
Cc1noc(C)c1C(=O)OCC(=O)NC(c1ccccc1)c1ccccc1	-3%	i	-10%	5%	-1%	-13%	-2%	25%	21%
O=C(Nc1ccnn1C1CCN(C(=O)CCc2ccc(F)cc2)CC1)C1CCOC1 (configuration not stated)	-2%	2%	17%	-3%	-12%	-3%	18%	-6%	17%
CCOc1cc(S(=O)(=O)NCc2ccncc2)c(C)cc1C	-10%	-3%	6%	-3%	0%	2%	29%	24%	8%
CSc1nsc(SC)c1C(=O)O	-7%	-1%	-1%	1%	-2%	-27%	8%	4%	16%
CC(=O)Nc1ccc(S(=O)(=O)NCCC(=O)OCC(=O)c2ccccc2)cc1	5%	3%	10%	16%	-6%	-6%	8%	4%	21%
CO/N=C/C(C(C)=O)C(=O)Nc1ccc(Cl)cc1Cl (configuration not stated)	1%	2%	0%	1%	-1%	?	-15%	18%	45%[activator]

A section from the list above, as a working copy:
SMILES	Pin1 inhibitor	Tb PGK inh	GLS inhibitor	ERG Ets-DNA blk	JMJD2A Tudor	ALOX12 inh	RGS4 inhibitor	TrxR1 inh	HP1b chromo inh
CCOc1cc(S(=O)(=O)NCc2ccncc2)c(C)cc1C	-10%	-3%	6%	-3%	0%	2%	29%	24%	8%
CSc1nsc(SC)c1C(=O)O	-7%	-1%	-1%	1%	-2%	-27%	8%	4%	16%
CC(=O)Nc1ccc(S(=O)(=O)NCCC(=O)OCC(=O)c2ccccc2)cc1	5%	3%	10%	16%	-6%	-6%	8%	4%	21%
CO/N=C/C(C(C)=O)C(=O)Nc1ccc(Cl)cc1Cl (configuration not stated)	1%	2%	0%	1%	-1%	?	-15%	18%	45%[activator]

The list continues:
SMILES	Pin1 inhibitor	Tb PGK inh	GLS inhibitor	ERG Ets-DNA blk	JMJD2A Tudor	ALOX12 inh	RGS4 inhibitor	TrxR1 inh	HP1b chromo inh
COc1ccc(-c2ncccc2OC(=O)C23CC4CC(CC(C4)C2)C3)cc1OC	5%	8%	20%	2%	-29%	-22%	-3%	-7%[57.1 µM]	-5%
CC1=CC(=C(C#N)C#N)C=C(C)N1CCC(C)C	1%	-1%	0%	10%	-3%	0%	-7%	-2%	21%
Cc1ccc(CNC(=O)CN2C(=O)COc3ccc(S(=O)(=O)Nc4ccccc4)cc32)cc1	-1%	i	5%	1%	-21%	-21%	25%	15%	2%
CCCn1cnc2c(cnn2-c2ccc(F)cc2)c1=O	-2%	-2%	3%	0%	4%	6%	26%	-7%	22%
CC(C)(C)c1ccc(C(=O)/C(C#N)=C/c2cccs2)cc1	8%	-2%	8%	19%	?	?	15%	-14%	?
O=C(COC(=O)Cc1ccc(Cl)cc1)Nc1ccc2[nH]c(=O)[nH]c2c1	11%	-10%	2%	0%	-9%	-5%	9%	-3%	15%
Cc1ccc(S(=O)(=O)N/N=C/c2cccc3nccnc23)cc1	-7%	i	7%	-4%	2%	?	-44%	15%	61%[activator]
Cn1c(=O)c2c(ncn2CC(=O)N2CCN(C(=O)c3ccco3)CC2)n(C)c1=O	-1%	-1%	2%	4%	-8%	5%	-14%	19%[57.1 µM]	35%
COc1ccc(COC[C@H](C)[C@H](O[Si](C)(C)C)[C@@H](C)[C@H]2OC(=O)[C@H]2C)cc1	-10%	·	·	·	-3%	·	21%	-1%	25%
Cc1cccc(C)c1-n1ncc(C(=O)Nc2ccc3c(c2)OCCO3)c1C1CCN(C(=O)OC(C)(C)C)CC1	21%	0%	-7%	-1%	?	-23%	-14%	32%	-17%
COc1ccccc1N(C(=O)c1ccco1)C(C(=O)NC1CCCC1)c1cccnc1 (configuration not stated)	-6%	9%	21%	0%	-10%	56%[activator]	10%	-5%	35%
CC(=O)N(C1=C(O)c2ccccc2C(=O)C1=O)C1CCCCC1	0%	i	-2%	2%	-24%	?	-19%	-5%	-7%
CSCC[C@H](N)C(=O)N1CCC(C(=O)N[C@@H](C)C(=O)NCc2ccc(F)cc2)CC1	-1%	11%	1%	9%	-10%	17%	9%	6%	31%
CC1CCCN(C(=O)CSCC(=O)N=c2sc3ccccc3n2C)C1 (configuration not stated)	-8%	-5%	-1%	-6%	2%	0%	1%	7%[57.1 µM]	36%
CCOc1ccc(OCC)c(NC(=O)Cn2cccc2)c1	-2%	0%	12%	8%	-12%	-1%	-15%	-7%	14%
CCN(CC)C(=O)C1=C(C)Nc2ncnn2C1c1cccnc1 (configuration not stated)	1%	-8%	7%	9%	-11%	-5%	-28%	14%	29%
O=C1C(O)=CC(=C(c2ccccc2)c2ccccc2)c2ccccc21	1%	-9%	5%	-6%	14µM*	?	?	-48%[57.1 µM]	13µM*
COc1ccc(S(=O)(=O)/N=C2\C=C(NS(=O)(=O)c3ccccc3)C(=O)c3ccccc32)cc1	-13%	-26%	?	70%[activator]	40µM*	?	-36%	?	28µM*
CC(=O)NC(=S)Nc1ccc(S(=O)(=O)Nc2ncccn2)cc1	-1%	-9%	4%	16%	-9%	-26%	6%	3%	31%
COc1ccc(NC(=O)c2cc(-c3ccc(C)o3)nc3ccccc23)cc1OC	?	-16%	1%	4%	56µM*	?	?	28µM*	-14%
COc1ccccc1N(CC(=O)NCc1ccccc1)S(C)(=O)=O	0%	0%	1%	1%	-7%	0%	-5%	-6%	12%
O=C(c1ccc(F)cc1F)N1CCN(c2ccccn2)CC1	-9%	-2%	2%	-9%	-8%	-14%	-4%	-1%	18%
Cc1cc(OCC(=O)N2CCC(O)CC2)c2c(C)cc(=O)oc2c1	-1%	7%	4%	3%	-11%	·	15%	-10%	16%
COc1ccccc1OC(=O)c1ccc(S(=O)(=O)N(C)C)cc1	-2%	i	-6%	-3%	-1%	-14%	-20%	-12%	35%[activator]
COc1ccccc1NS(=O)(=O)c1ccc2oc(SC)nc2c1	-2%	11%	12%	-10%	1%	-3%	11%	-3%[57.1 µM]	34%
Cc1c(Cl)cccc1N=c1c([N+](=O)[O-])nn(-c2ccccc2)n1O	6%	-4%	-2%	1%	-9%	-33%	-24%	13%	9%
O=C(c1ccccc1)N1c2nc(-c3ccco3)nn2C2(CCCCC2)[C@@H]2CCCC[C@@H]21	-7%	-11%	8%	-3%	-23%	-11%	-32%	-17%	1%
CCc1ccc2[nH]c(=O)c(CN(CCN3CCCC3)C(=O)NC3CCCCC3)cc2c1	6%	-3%	3%	-3%	-14%	-16%	-14%	-2%	18%
CCc1nc2ccccc2c(C(=O)OCC(=O)NCc2ccco2)c1C	2%	-5%	4%	9%	-17%	-9%	-21%	-14%[57.1 µM]	10%
O=C(CN1C(=O)COc2ccc(S(=O)(=O)N3CCCCCC3)cc21)N1CCN(c2ccc(F)cc2)CC1	36%[activator]	i	9%	1%	-29%	-8%	-4%	-2%	13%
CC(C)c1ccc(NC(=S)NNC(=O)c2cccnc2)cc1	-2%	-4%	11%	-2%	-24%	2%	-30%	2%	14%
O=C(CCc1nnc2n(Cc3ccccc3)c(=O)c3ccccc3n12)NCCCN1CCCCC1	-8%	-7%	-10%	10%	1%	-3%	-4%	16%	41%[activator]
O=C(COC(=O)Cn1cnc2ccccc2c1=O)NCC12CC3CC(CC(C3)C1)C2	?	-1%	-1%	0%	-25%[57.1 µM]	-11%	-45%	9%	48%[activator]
Cc1cccc(-n2cc(CN(C)Cc3nccn3C)c(-c3cccc(F)c3)n2)c1	0%	·	0%	11%	40µM*	-20%	-6%	29%	?
COc1ccc(-c2cc(=O)oc3c4c(ccc23)OCN(Cc2cccc(OC)c2)C4)cc1	18%	-8%	47%[activator]	-5%	-14%	?	12%	2%	63%[activator]
CSc1nnc(C)c(=O)n1COC(=O)/C=C/c1ccccc1	-1%	2%	-5%	3%	-1%	-10%	14%	2%	25%
CCCC(=O)c1ccc(N2CCN(S(=O)(=O)c3ccc(C)cc3)CC2)c(F)c1	1%	-7%	-13%	·	3%	5%	16%	20%	8%
Cc1ccc(C(=O)NCc2ccccn2)c(Cl)c1	-9%	-3%	-5%	2%	-15%	65%[activator]	-13%	2%	38%
